Compound activity as filed in PubChem.
GALR2 blocker: antagonists of human galanin receptor 2 (GALR2). O43603. GALR2-expressing cells, antagonist mode. inhibition, % at 4 µM. 140,000 compounds, 0.39% hits; in the data active means inhibition above about 27%;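 further: cells stimulated with galanin 1-16 at roughly its EC80; 0% = agonist challenge control and 100% = basal control without agonist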
Target sequence (O43603 whole entry, looked up): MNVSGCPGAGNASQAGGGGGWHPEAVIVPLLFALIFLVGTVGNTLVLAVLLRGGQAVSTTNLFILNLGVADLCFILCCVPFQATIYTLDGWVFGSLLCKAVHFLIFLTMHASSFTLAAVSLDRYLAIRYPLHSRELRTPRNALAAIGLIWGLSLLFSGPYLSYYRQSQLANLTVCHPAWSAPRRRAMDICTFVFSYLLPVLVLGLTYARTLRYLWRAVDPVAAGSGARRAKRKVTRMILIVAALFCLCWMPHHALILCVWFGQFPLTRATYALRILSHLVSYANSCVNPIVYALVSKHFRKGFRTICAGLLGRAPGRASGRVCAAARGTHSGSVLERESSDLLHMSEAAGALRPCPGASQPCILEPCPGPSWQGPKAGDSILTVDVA
Yeast growth inh: reduces growth of yeast BB579 in restrictive medium; S. cerevisiae BB579 growth, OD615, 48 h; inhibition, % at 10 µM; 140,000 compounds, 0.51% hits; AID 804;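 active means inhibition above a set limit, 3 SD over the mean compound inhibition, cut at about 44% in these data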; further: inactives centre near -24
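Test system: Saccharomyces cerevisiae DeaD strain BB579, replicative lifespan model yeast | Buffer or medium: Restrictive CSMM-D medium | Doses: One dose, 10 µM compound with 0.25% DMSO | Incubation: 48 h exposure, 30 °C | Detection: Culture absorbance at 615 nm | Control set: Amphotericin B at 10 µg/mL as positive control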
Yeast lifespan up: yeast lifespan extension | inhibition of the nicotinamide effect, % at 10 µM | 130,000 compounds, 0.68% hits | S. cerevisiae growth with nicotinamide, OD615; deaD strain in restrictive glucose medium;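 active means inhibition above a set limit, placed 3 SD over the median of all compounds, cut at about 26% in these data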;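 further: 0% = nicotinamide-treated wells and 100% = cells grown without nicotinamide; some compounds called inactive have numbers as strong as hits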
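Test system – modified budding yeast, DeaD strain · Compound – single dose 10 µM compound, 0.25% DMSO · Times – culture preincubation 4 h, compound exposure 48 h, both 30 °C · Detection – optical density (absorbance) at 615 nm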
MRP1 act: activates MRP-1. H69AR cells + doxorubicin, viability rescue, CellTiter-Glo. viability increase, % at 10 µM. 140,000 compounds, 0.61% hits;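 active means viability gain under doxorubicin at or above a set limit, the compound median plus 3 SD, cut at about 4.7% in these data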;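 further: MRP-1 overexpressing cells given doxorubicin 25 µM after compound pretreatment; 18-22 h compound pretreatment then 72 h with doxorubicin before readout; 0% = doxorubicin-only wells and 100% = vehicle-treated cells without doxorubicin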
E-sel TNF inh: blocks E-selectin expression induced by TNF alpha. HUVEC TNFa-induced E-selectin immunofluorescence, high content. inhibition, % at 2 µM. 120,000 compounds, 0.71% hits. AID 1246;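 active means inhibition above the batch mean plus 3 SD, and confirmed as a hit on visual image review, cut at about 43% in these data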;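 further: 0% = TNF-stimulated DMSO wells and 100% = unstimulated control wells; not every result past the cut was called active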
NPY-Y2 antag: blocks the human neuropeptide Y Y2 receptor; P49146; NPY-Y2 expressing cells, antagonist mode; inhibition, % at 2.7 µM; 140,000 compounds, 0.99% hits; in the data active means inhibition above about 17%;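 further: 0% = vehicle with agonist challenge and 100% = reference antagonist with challenge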
Target sequence (P49146 whole entry, looked up): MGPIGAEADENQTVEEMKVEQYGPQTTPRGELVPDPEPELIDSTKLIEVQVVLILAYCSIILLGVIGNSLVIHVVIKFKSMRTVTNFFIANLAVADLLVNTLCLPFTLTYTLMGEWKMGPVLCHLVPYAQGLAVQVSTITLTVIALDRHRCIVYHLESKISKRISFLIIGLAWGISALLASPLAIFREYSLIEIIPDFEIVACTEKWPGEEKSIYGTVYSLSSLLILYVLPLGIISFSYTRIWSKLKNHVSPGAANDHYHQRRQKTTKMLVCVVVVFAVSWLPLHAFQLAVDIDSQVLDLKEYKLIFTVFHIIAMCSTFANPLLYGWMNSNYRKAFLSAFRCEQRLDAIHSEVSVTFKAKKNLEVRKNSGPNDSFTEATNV
PTEN del growth: suppresses growth of cells with PTEN deletion | HCT116 PTEN-null viability, CellTiter-Glo, 60 h; stronger effect = lower value | viability, % at 10 µM | AID 827 | 140,000 compounds, 1.2% hits;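 active means viability at or below a set limit, 4 SD under the median of all tested compounds, cut at about 3.7% in these data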;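 further: PTEN knockout HCT116 line with beta catenin targeted HCT116 as companion control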
bCat KO growth: beta-catenin-lacking colon tumor cell growth suppression. HCT116 beta-catenin knockout viability, CellTiter-Glo, 60 h; stronger effect = lower value. viability, % at 10 µM. 140,000 compounds, 1.5% hits;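 active means viability at or under a set limit, the compound median less 4 SD, cut at about 6% in these data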;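 further: 0% = Hyamine 1622 control at 20 µM and 100% = untreated cell control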
Phagocyt inh: blocks phagocytosis by macrophages | 110,000 compounds, 0.07% hits | AID 1029 | inhibition, % at 5 µM | J774A.1 macrophage IgG-bead phagocytosis, imaging;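 active means inhibition above the mean of the plate negative controls plus 5 SD, cut at about 13% in these data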;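 further: phagocytic index as fraction of beads internalized from green versus red external bead signal; plate controls were DMSO negative control for no effect and cytochalasin-D positive control for full effect; some results beyond the cut were filed as inactive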
Measles CPE: protection of cells from measles virus | Measles virus-infected cells, CPE protection, absorbance | protection (pct of control), % at 4 µM | 140,000 compounds, 1.5% hits; in the data active means protection mostly above about 24%, no sharp cut-off; inactive means mostly below about 26%; further: some compounds called inactive have numbers as strong as hits
* marks the source's active call; other numbers are inactive results; nt = no result given; & = joins results of further samples.

SMILES	GALR2 blocker	Yeast growth inh	Yeast lifespan up	MRP1 act	E-sel TNF inh	NPY-Y2 antag	PTEN del growth	bCat KO growth	Phagocyt inh	Measles CPE
Cc1ccc(C2CC(c3cccc(Br)c3)n3nc(N)nc3N2)cc1 (stereo not given)	-10	-68	-3	-0.7	-26	3	89	87	1	3
O=C(CN1CCC(O)(c2ccc3c(c2)OCO3)CC1)N1CCOCC1	-15	-13	-3	0.0	3	0	87	77	0	1
COc1ccc(NC(=S)NC(NC(=O)/C=C/c2ccccc2)C(Cl)(Cl)Cl)cc1 (stereo not given)	12	-41	-12	-2.1	19	7	66	76	nt	9
C/C(=N\NC(=O)c1ccc(CN2CCOCC2)cc1)c1cccc([N+](=O)[O-])c1	-3	-25	2	-2.1	nt	3	97	92	-10	17
CC1(C)Cc2c(sc(NC(=O)C(C)(C)C)c2C#N)C(C)(C)N1	4	-18	nt	-0.3	-20	12	99	100	nt	16
Cc1cc(C)cc(N(C(=O)c2nsc(Cl)c2Cl)C(C(=O)NC2CCCC2)c2ccc(O)cc2)c1 (stereo not given)	3	-33	4	-3.2	nt	7	42	47	-10	9
CN(Cc1ccccc1)Cc1nc2c([nH]1)c(=O)n(C)c(=O)n2C	-14	4	-3	-1.8	-13	1	94	92	nt	5
O=C(CN1CCN(S(=O)(=O)c2ccccc2)CC1)Nc1ccc([N+](=O)[O-])cc1	12	-30	3	-0.9	nt	-2	39	34	nt	10
c1ccc(Cn2c(-c3cccs3)nc3nc4ccccc4nc32)cc1	9	-38	-15	-1.2	13	4	76	88	0	8
CCOC(=O)c1c(C)[nH]c(C2=NNC(=Nc3cccc(Cl)c3)SC2)c1C	11	-5	-4	-4.6	1	3	2.1*	2.8*	1	17

The last 2 entries of the section before are carried over, then new ones follow:
SMILES	GALR2 blocker	Yeast growth inh	Yeast lifespan up	MRP1 act	E-sel TNF inh	NPY-Y2 antag	PTEN del growth	bCat KO growth	Phagocyt inh	Measles CPE
c1ccc(Cn2c(-c3cccs3)nc3nc4ccccc4nc32)cc1	9	-38	-15	-1.2	13	4	76	88	0	8
CCOC(=O)c1c(C)[nH]c(C2=NNC(=Nc3cccc(Cl)c3)SC2)c1C	11	-5	-4	-4.6	1	3	2.1*	2.8*	1	17
Cc1nnc(-c2cccc(Br)c2)c2cn(-c3ccc(Br)cc3)nc12	-3	-21	-11	1.9	-43	7	56	68	nt	6
N#Cc1c(N)nc2c(c1N)CC(=O)N2c1ccccc1-c1ccccc1	4	-30	-9	-0.4	nt	-2	85	89	1	13
CCn1c(SCc2ccc(F)cc2)nnc1-c1nn(-c2ccccc2)ccc1=O	0	-15	-7	-3.0	11	2	90	95	nt	55*
CCCCCC(=O)N1CCN(CCN=CC2=C(O)CC(c3ccc(OC)cc3)CC2=O)CC1 (stereo not given)	-4	-3	8	-1.6	40	0	90	91	0	10
Cn1c(NCCCO)nc2c1c(=O)n(Cc1ccccc1F)c(=O)n2C	-4	-9	-10	0.5	-28	0	110	107	-1	1
Cc1cc2cc(CN(CC3CCCO3)C(=S)Nc3ccccc3)c(=O)[nH]c2cc1C (stereo not given)	6	-16	4	-4.4	nt	5	24	35	-10	6
COc1ccc(CSc2nc3ccccc3[nH]2)cc1	-1	-60	-16	0.4	-23	3	70	45	-1	4
Cc1ccc(CNC(C)(C)CO)cc1	-15	-4	13	-0.5	nt	2	90	92	-2	14
COCCn1c(SCc2nnc(-c3ccccc3)o2)nc2sc3c(c2c1=O)CCC3	5	-20	-11	-3.1	nt	4	100	103	-1	13
CCCc1[nH]nc2c1C1(C(=O)N(C(C)C)c3ccccc31)C(C#N)=C(N)O2 (stereo not given)	7	-34	-14	-4.3	57	1	72	69	-2	9
CC(=O)c1ccc(N2CCN(C(=O)C3CCN(S(=O)(=O)Cc4ccccc4)CC3)CC2)cc1	10	-17	-4	-2.7	-11	-4	87	89	0	4
N#CCCSCc1ccc2oc(C(=O)O)cc2c1	9	-43	-4	-0.5	3	-2	113	101	4	3
O=C(Nc1ccc(N2CCCC2)cc1)c1ccc([N+](=O)[O-])cc1Cl	6	-32	8	0.5	nt	2	100	90	-10	5
CC(C)Cc1c(O)nc(SCC(=O)Nc2ccc3c(c2)CCC3)[nH]c1=O	-8	-20	nt	-1.4	6	7	87	94	nt	18
COc1ccccc1NC(=S)N(CCCN1CCOCC1)Cc1cn(C)c2ccccc12	2	-50	-1	-2.7	-4	4	77	73	-7	1
O=C(CSCC(=O)N1CCCCC1)OCC(=O)c1c[nH]c2ccccc12	-2	-58	15	-1.3	-2	1	98&88	92	0	5
CCc1c(O)nc(SCC(=O)N2CCCCC2)n(-c2ccccc2C)c1=O	-5	-8	35	-0.6	nt	0	102	98	-1	4
CCCc1nnc(NC(=O)Nc2ccccc2OC)s1	-7	-15	-6	1.4	0	1	96	100	-13	9
CS(=O)(=O)N1CCC(C(=O)Nc2ccc3c(c2)OCCO3)CC1	7	-56	-4	-0.5	-4	3	106	100	-1	7
Cc1ccc(NC(=O)C(=O)NCCOc2ccccc2Cl)cc1	-3	-8	1	-1.4	nt	8	91	93	-6	7
Cc1ccc(OCCOCCOc2ccc(Br)cc2/C=N\NC(=O)c2ccncc2)cc1	-8	-32	-1	-5.2	13	3	19	16	nt	18
COc1cccc(-c2nc(CS(=O)(=O)CC(=O)N3CCN(C)CC3)c(C)o2)c1	-7	-36	1	-1.9	nt	5	100	91	nt	4
COc1cc(/C=C(\C#N)c2nc3ccccc3s2)ccc1OCC(=O)Nc1ccccc1	4	-22	4	-4.4	-12	5	20	48	-1	17
O=C(C1CC1)N1CCN=C1SCc1cccc(F)c1	17	-47	-8	-0.1	-46	1	97	100	1	7
Cc1ccc(Nc2nc(C3CC3)cs2)cc1	15	-17	-14	1.6	-17	3	96	85	0	9
Cc1cc(C)cc(-n2c(C)cc(C(=O)CSc3nnnn3C)c2C)c1	-13	-34	6	0.9	18	8	85	84	-1	8
CC(C)(C)OC(=O)N1CCC(c2cc(=O)n3[nH]c(-c4ccc(Cl)cc4)cc3n2)CC1	-8	-35	-6	-2.2	nt	0	22	25	0	3
COCCn1c(SCC(=O)N2CCc3ccccc3C2)nc2cc(Cl)ccc2c1=O	-2	23	-1	-1.6	nt	8	77	84	0	30
Cc1ccc2nc(/C(C#N)=N/O)[nH]c2c1	7	-24	11	-0.5	-42	-3	107	88	nt	2
Oc1c(C(c2ccccc2)N2CCN(Cc3ccccc3)CC2)sc2ncnn12 (stereo not given)	0	5	-7	-0.2	nt	1	83	89	-1	5
CN=C(NC#N)SCC(=O)c1ccc(Cl)cc1Cl	0	-29	-12	1.1	-11	0	95	88	0	3
COc1ccc2c(c1)c(C(=O)N/N=C/c1ccc(O)c(O)c1)c(C)n2C	-10	-36	-4	-2.1	nt	2	73	70	nt	4
Cn1c(=O)[nH]c2cc(Cl)cnc21	11	-10	-8	-0.5	nt	-2	109	86	0	8
Cc1ccc(Nc2c([N+](=O)[O-])ccc3c2=NC2(CCCCC2)N=3)cc1	2	-53	-4	-1.3	-83	5	72	73	nt	8
C=C(C)c1cccc(C(C)(C)NC(=O)NCc2ccc(OC)cc2)c1	3	-27	5	-0.3	nt	9	82	86	-3	16
Cc1ccc(-n2ncc3c(N4CCN(c5ccc(F)cc5)CC4)ncnc32)c(C)c1	7	-44	-15	-0.9	5	-2	80	80	0	23
O=C(Cn1cnc2c(nnn2Cc2ccc(F)cc2)c1=O)NCc1ccco1	6	-26	-9	-2.6	-7	0	97	97	nt	28
CCN(CC)C(=O)Oc1ccc(NC(C)=O)cc1	7	-39	-6	0.4	3	-2	96	92	-2	1
N#CC1=C(SCC(=O)NC2CCCCC2)NC(=O)CC1c1ccco1 (stereo not given)	-2	-29	2	-3.0	1	3	29	27	-1	1
O=C(Cn1c2ccccc2c(=O)c2ccccc21)N/N=C/c1ccc(N2CCCC2)c([N+](=O)[O-])c1	9	-27	-3	-5.0	nt	2	7	2.7*	-6	0
COc1cccc2c(=O)c(C(=O)O)c[nH]c12	10	-32	-11	-3.4	-28	1	102	91	-1	5
Cc1c(NC(=O)c2cccs2)cccc1C(=O)O	-4	-15	-13	-1.9	1	-1	87	96	nt	18
COCCn1c(SCC(=O)Nc2cc(C)on2)nnc1-c1c[nH]c2ccccc12	-7	-43	-7	-1.1	nt	0	97	96	0	10
O=c1c2ccsc2ncn1Cc1ccccc1F	-6	-27	-23	-1.8	57	-1	91	98	1	3
COc1ccc(OC)c(-n2c(-c3ccc(C)cc3)n[nH]c2=S)c1	3	-51	-10	-1.5	3	2	90	101	nt	3
S=C(Nc1ccccc1)Nc1ccc(OCc2ccccc2)cc1	1	-41	-8	-3.5	25	0	100	112	nt	3
O=C1CC(=O)C(n2cncn2)C(c2ccc(Cl)cc2)C1 (stereo not given)	7	-42	-14	0.2	nt	-1	102	94	0	35
CCC(C)c1c(O)nc(SCC(=O)Nc2ccccc2)[nH]c1=O (stereo not given)	4	6	-8	0.4	-12	2	93	85	nt	3
CC(C)CCN1CC(O)=C(c2nc3ccccc3[nH]2)C1=N	0	6	-15	-1.6	21	2	98	96	nt	12
COc1cc(CNCCO)cc(Br)c1OCc1ccccc1Cl	13	11	-25	-6.4	-61	3	6	6	-4	4
Additional records:
SMILES	GALR2 blocker	Yeast growth inh	Yeast lifespan up	MRP1 act	E-sel TNF inh	NPY-Y2 antag	PTEN del growth	bCat KO growth	Phagocyt inh	Measles CPE
CCCC[C@@H]1C[C@H]1[C@@H](NC(=O)c1ccco1)c1ccc(Cl)cc1	6	-34	15	-2.5	3	2	35	40	nt	18
COC(=O)Cn1cnc2sc(C)c(S(=O)(=O)N3CCC(C)CC3)c2c1=O	6	-2	2	-0.8	-33	1	108	103	-1	1
Cc1ccc(S(=O)c2ccc(C)cc2)cc1	-8	-44	-6	0.3	nt	1	89	92	-1	13
COc1cccc(NC(=S)NCc2cccs2)c1	23	-12	-3	-0.6	nt	0	92	96	-5	8
CC(NS(C)(=O)=O)C(c1cccs1)N1CCN(c2ccccc2F)CC1 (stereo not given)	-3	-16	nt	-0.6	18	4	88	100	nt	6
COc1ccc(S(=O)(=O)N2CCOCC2)cc1NC(=O)c1cc2c(s1)CCCC2	-2	-29	-1	3.6	18	5	75	85	-6	18
COc1ccccc1N1CCN(C(c2cccs2)c2nnnn2C2CCCC2)CC1 (stereo not given)	-13	-47	-8	1.0	18	12	78	76	-2	32
Oc1c(C=C2N=c3ccccc3=N2)sc(=S)n1-c1ccccc1	7	0	-2	3.0	nt	-2	80	89	2	21
COc1ccc(OC)c(NC(=O)C2CCN(S(C)(=O)=O)CC2)c1	-14	-44	-4	-1.4	-2	1	96	96	-2	4
CC1=C(C(=O)NCc2ccccn2)C2(CCC(C)CC2)OC1=O (stereo not given)	4	-50	21	-1.4	nt	3	107	99	0	3
CC(C)=CC(=O)OCC(=O)Nc1ccc(Cl)cn1	-5	-15	-13	-0.9	-10	5	106	94	2	14
CCCC(=O)Nc1cc(-c2nn(C)c(=O)c3ccccc23)ccc1N1CCOCC1	8	-60	-9	-2.0	7	3	94	85	-1	15
COc1ccc(-c2nc(C(N)=O)c3[nH]c(=O)n(-c4cccc(Cl)c4)c3n2)cc1OC	-1	-23	-4	-4.9	-8	9	2.3*	7	nt	9
